rCAG RNA binder – binders of r(CAG) RNA repeats, primary screen, biochemical, fluorescence; r(CAG) RNA repeat, TO-PRO-1 dye displacement fluorescence; inhibition, % at 3 µM; 370,000 compounds, 1.3% hits; AID 651821, 2012;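 active means inhibition above the plate cutoff, the mean of all test compounds on that plate plus 3 SD, cut at about 35% in these data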;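 further: 0% = DMSO alone and 100% = 100 µM mitoxantrone as full dye displacement; higher means more dye released from RNA so lower well fluorescence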
FXN GAA850 act – FXN promoter activators, primary screen, cell-based, luciferase luminescence, HEK293 lucGAA850; HEK293 lucGAA850 FXN promoter luciferase reporter, 24 h; percent of 10 µM SAHA response; 360,000 compounds, 0.56% hits; activation, % at 6 µM;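 active means activation above the average of all compounds screened plus 3 SD, cutoff fixed separately per campaign, cut at about 7.5% in these data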;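 further: 0% = DMSO wells and 100% = 10 µM SAHA wells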
sPLA2-III inh – human group III sPLA2 inhibitors, primary screen, biochemical, QFRET, BODIPY PC-A2 liposome substrate. QFRET BODIPY PC-A2 liposome hydrolysis, fluorescence. 370,000 compounds, 0.56% hits. inhibition, % at 12.2 µM;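 active means inhibition above mean plus 3 SD of compounds lying within the high and low control bounds, cut at about 19% in these data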;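 further: 0% = median of test compound wells and 100% = no enzyme DMSO wells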
GC-B act – human GC-B receptor activators, primary screen, HEK293 GC-B cells, cGMP TR-FRET, EC30 CNP. Atrial natriuretic peptide receptor 2 (Homo sapiens), P20594. 0% at EC30 CNP, 100% saturating CNP. activation, % at 10 µM. 370,000 compounds, 0.11% hits;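 active means activation at 10 µM reaching about 35% in either raw or pattern-adjusted values, limit read from the data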
ARFGAP1 inhibitor – inhibitors of rat ARFGAP1 GAP activity, primary screen, biochemical, fluorescence polarization, GDP tracer; inhibition, % at 16.5 µM; AID 651572, 2012; Arfgap1-stimulated ARF1 GTP hydrolysis, GDP FP detection; ADP-ribosylation factor GTPase-activating protein 1 (Rattus norvegicus), Q62848; 360,000 compounds, 0.26% hits;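 active means inhibition above a per-plate limit, mean inhibition of low control wells plus 3 SD, cut at about 25% in these data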;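 further: 0% = DMSO wells with enzyme and 100% = wells lacking Arfgap1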
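Material: truncated rat Arfgap1 GAP domain; Incubation: compound-enzyme preincubation 20 min, reaction 120 min, detection 60 min, 25 °C; Read-out: percent inhibition of Arfgap1-stimulated GTP hydrolysis; Technique: FP, GDP Alexa 633 tracer displaced from anti-GDP antibody, 620/688 nm; Controls: No-Arfgap1 wells (100%) versus DMSO full-reaction wells (0%); Replication: single well per compound.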
DDE Tn6 FP inh – inhibitors of Tn6 peptide binding to fibrin DD(E), primary screen, biochemical, fluorescence polarization, human fibrin, Tn6 probe. Fibrin DD(E) TRITC-Tn6 fluorescence polarization displacement. inhibition, % at 8.3 µM. 370,000 compounds, 0.21% hits. AID 720509, 2013;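 active means inhibition above a per-campaign cutoff: mean of compounds within control limits plus 3 SD, cut at about 15% in these data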;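 further: 0% = median of all compound wells on the plate and 100% = blocking peptide control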
Target sequence (P02675 whole entry, looked up): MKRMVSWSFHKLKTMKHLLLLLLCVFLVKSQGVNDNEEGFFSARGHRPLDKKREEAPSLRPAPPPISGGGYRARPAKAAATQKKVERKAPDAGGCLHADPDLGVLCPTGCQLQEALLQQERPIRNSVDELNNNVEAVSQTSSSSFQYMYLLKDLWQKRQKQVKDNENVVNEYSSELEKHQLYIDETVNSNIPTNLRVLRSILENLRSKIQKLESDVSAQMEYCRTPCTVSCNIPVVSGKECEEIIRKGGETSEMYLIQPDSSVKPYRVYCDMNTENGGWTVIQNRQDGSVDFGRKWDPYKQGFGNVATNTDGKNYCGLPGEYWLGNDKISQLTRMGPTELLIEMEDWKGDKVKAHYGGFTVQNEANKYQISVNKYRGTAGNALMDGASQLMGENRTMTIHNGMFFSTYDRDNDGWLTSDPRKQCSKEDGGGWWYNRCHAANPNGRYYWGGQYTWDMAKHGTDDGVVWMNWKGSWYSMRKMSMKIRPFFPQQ
ASAP1 inh – inhibitors of human ASAP1 ArfGAP activity, primary screen, biochemical, fluorescence polarization; Arf-GAP with SH3 domain, ANK repeat and PH domain-containing protein 1 (Homo sapiens), …; ASAP1-stimulated ARF1 GTP hydrolysis, GDP FP detection; inhibition, % at 16.5 µM; 360,000 compounds, 0.19% hits; in the data active means inhibition above about 25%;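 further: 0% = vehicle with enzyme and substrate and 100% = no enzyme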
proKLK7 act – proKLK7 zymogen activators, primary screen, biochemical, fluorescence intensity | purified proKLK7, EDANS-DABCYL substrate fluorescence; 100% is mature enzyme control, 0% vehicle | activation, % at 7 µM | 370,000 compounds, 0.9% hits;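 active means activation above the mean of all tested compounds plus 3 SD, computed per campaign excluding outliers beyond control limits, cut at about 13% in these data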
Target sequence (P49862 whole entry, looked up): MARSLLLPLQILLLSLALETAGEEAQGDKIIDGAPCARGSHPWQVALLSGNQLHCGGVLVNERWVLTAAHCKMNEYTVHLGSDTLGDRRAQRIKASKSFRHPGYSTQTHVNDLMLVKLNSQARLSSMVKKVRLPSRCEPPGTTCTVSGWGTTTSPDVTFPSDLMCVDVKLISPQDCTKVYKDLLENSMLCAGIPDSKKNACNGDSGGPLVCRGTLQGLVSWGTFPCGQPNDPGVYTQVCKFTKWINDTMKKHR
GC-A act – GC-A stimulated cGMP production enhancers – HEK293 GC-A cells, cGMP TR-FRET, EC30 ANP, primary screen. Atrial natriuretic peptide receptor 1 (Homo sapiens), P16066. 0% at EC30 ANP, 100% saturating ANP. activation, % at 10 µM. 370,000 compounds, 0.14% hits; in the data active means activation above about 40%
ADAM10 inh – human ADAM10 inhibitors, primary screen, biochemical, QFRET, HTS | Disintegrin and metalloproteinase domain-containing protein 10 (Homo sapiens), O14672 | recombinant ADAM10, EDANS/DABCYL FRET peptide cleavage, 3 h | inhibition, % at 7 µM | 370,000 compounds, 0.62% hits;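 active means inhibition above a per-campaign cutoff equal to the mean of compounds falling between control-based bounds plus 3 SD, cut at about 20% in these data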;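 further: 0% = DMSO wells while the 100% control is not disclosed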
Starred values were filed as active, the others as inactive; i = inactive; nt = not tested or not shown.

Order of results – rCAG RNA binder, FXN GAA850 act, sPLA2-III inh, GC-B act, ARFGAP1 inhibitor, DDE Tn6 FP inh, ASAP1 inh, proKLK7 act, GC-A act, ADAM10 inh
[1] C=CCN(CC=C)Cc1ccc(C(=O)OC)o1
→ 1, 0.2, 3, -10, -2, 0, 4, 0.6, -4, 1
[2] COc1ccc(N/N=C(/C(C)=O)N2CCCc3ccccc32)cc1
→ 2, -0.1, 8, 0, -2, 1, 3, 0.6, -3, 11
[3] COc1ccc(-c2noc(-c3ccccc3C(=O)NCC3CCCO3)n2)cc1 (stereo not drawn)
→ -2, -1.4, 0, 2, 13, 2, -5, -0.5, 2, 5
[4] CCCCc1cc(=O)oc2cc(C)cc(OCC(=O)N3C[C@H]4C[C@@H](C3)c3cccc(=O)n3C4)c12
→ -3, 0.9, 1, -15, -2, 5, 2, 2.9, -10, -112
[5] Cn1c(=O)c(C(=O)CN2CCc3ccccc32)c(N)n(Cc2ccccc2)c1=O
→ 8, 0.0, -8, 3, 3, 4, -1, 0.0, 12, 5
[6] COc1ccccc1NC(=S)N(Cc1ccc(C)cc1)Cc1ccccn1
→ -3, 1.1, 4, 1, 11, -3, 0, 0.0, -5, 12
[7] CN1CCN(CC(=O)Nc2nc3ccccc3s2)CC1
→ 1, 1.3, 1, -2, 15, -4, 4, -0.6, 10, -8
[8] COc1ccc(CCNS(=O)(=O)c2ccc(N3CCCC3=O)cc2)cc1
→ -2, -0.4, -3, -1, -7, -3, 4, -0.3, 4, 12
[9] COC(=O)C1=CN(c2ccc3c(c2)OCO3)C(N)=C(C#N)C1c1ccccc1 (stereo not drawn)
→ 5, nt, 2, 1, -2, -1, -7, 1.1, 10, -8
[10] Cc1oc2cc3oc(=O)c(CC(=O)NCCCC(=O)O)c(C)c3cc2c1C
→ 11, 0.8, 18, 0, 12, -18, 4, 11, 8, i
[11] OC(CNC1CCCC1)COc1c(F)cc(Br)cc1F (stereo not drawn)
→ 1, -2.1, 3, 0, 3, 4, -6, -0.5, 0, 5
[12] C1CCc2c(c(N3CCOCC3)nc3sc4c(N5CCOCC5)nnnc4c23)C1
→ 2, 0.9, 4, -3, 3, 0, 11, 0.1, 3, 5
[13] O=C(CSc1nnc(NC(=O)c2ccc3c(c2)OCO3)s1)NCc1ccco1
→ 4, 1.5, -5, -3, 4, 0, -3, 0.0, 1, 6
[14] COC(=O)C1CCN(S(C)(=O)=O)CC1
→ -1, -0.3, -1, 0, -14, -5, -8, 0.7, 8, -1
[15] CCOc1ccccc1NC1=C(Cl)C(=O)N(Cc2ccccc2)C1=O
→ 1, 1.7, -7, -2, 1, 6, -7, 0.8, 0, 5
[16] Cc1ccc2c3c(c(SCC(=O)Nc4nonc4C)nc2c1)CCCC3
→ 3, 0.2, 1, 13, -6, 9, -13, 0.2, 2, -2
[17] COC(=O)c1ccccc1NC(=O)CNC(=O)c1ccco1
→ 1, 0.8, -3, 1, -6, -5, -9, 0.1, 2, -3
[18] CC12CCC(=O)N1C(C(=O)Nc1cc(C(F)(F)F)ccc1N1CCCCC1)CS2 (stereo not drawn)
→ -2, 1.6, 4, 1, 2, 6, -2, 0.1, 6, 6
[19] O=C(Nc1cc(C(F)(F)F)ccc1N1CCOCC1)c1ccc(Br)o1
→ -1, 4.7, 0, -4, -3, 0, -4, 0.5, 8, 7
[20] C[C@@H]1CN([C@H](C)CO)C(=O)CCCn2cc(nn2)CO[C@H]1CN(C)C(=O)Nc1cccc(Oc2ccccn2)c1
→ 3, -1.6, 11, 2, -11, 2, 7, -0.6, -1, -13

Full records, looked up by structure. Values in the order: rCAG RNA binder, FXN GAA850 act, sPLA2-III inh, GC-B act, ARFGAP1 inhibitor, DDE Tn6 FP inh, ASAP1 inh, proKLK7 act, GC-A act, ADAM10 inh
CC12CCC(=O)N1C(C(=O)Nc1cc(C(F)(F)F)ccc1N1CCCCC1)CS2 (stereo not drawn) as listed: -2, 1.6, 4, 1, 2, 6, -2, 0.1, 6, 6
O=C(Nc1cc(C(F)(F)F)ccc1N1CCOCC1)c1ccc(Br)o1 as listed: -1, 4.7, 0, -4, -3, 0, -4, 0.5, 8, 7
C[C@@H]1CN([C@H](C)CO)C(=O)CCCn2cc(nn2)CO[C@H]1CN(C)C(=O)Nc1cccc(Oc2ccccn2)c1 as listed: 3, -1.6, 11, 2, -11, 2, 7, -0.6, -1, -13

6 records drawn at random from the list so far, as already listed:
Order of results – rCAG RNA binder, FXN GAA850 act, sPLA2-III inh, GC-B act, ARFGAP1 inhibitor, DDE Tn6 FP inh, ASAP1 inh, proKLK7 act, GC-A act, ADAM10 inh
[18] CC12CCC(=O)N1C(C(=O)Nc1cc(C(F)(F)F)ccc1N1CCCCC1)CS2 (stereo not drawn)
→ -2, 1.6, 4, 1, 2, 6, -2, 0.1, 6, 6
[19] O=C(Nc1cc(C(F)(F)F)ccc1N1CCOCC1)c1ccc(Br)o1
→ -1, 4.7, 0, -4, -3, 0, -4, 0.5, 8, 7
[12] C1CCc2c(c(N3CCOCC3)nc3sc4c(N5CCOCC5)nnnc4c23)C1
→ 2, 0.9, 4, -3, 3, 0, 11, 0.1, 3, 5
[14] COC(=O)C1CCN(S(C)(=O)=O)CC1
→ -1, -0.3, -1, 0, -14, -5, -8, 0.7, 8, -1
[11] OC(CNC1CCCC1)COc1c(F)cc(Br)cc1F (stereo not drawn)
→ 1, -2.1, 3, 0, 3, 4, -6, -0.5, 0, 5
[16] Cc1ccc2c3c(c(SCC(=O)Nc4nonc4C)nc2c1)CCCC3
→ 3, 0.2, 1, 13, -6, 9, -13, 0.2, 2, -2

Going on with the list.
Order of results – rCAG RNA binder, FXN GAA850 act, sPLA2-III inh, GC-B act, ARFGAP1 inhibitor, DDE Tn6 FP inh, ASAP1 inh, proKLK7 act, GC-A act, ADAM10 inh
[21] Cc1ccc(OCC(=O)Nc2cc(C(=O)O)cc(C(=O)O)c2)cc1C
→ 7, 1.6, -1, 1, -5, -1, 7, -1.8, 2, 11
[22] CCOC(=O)c1c(C)[nH]c(C(=O)OCC(=O)N(CC)c2c(N)n(Cc3ccccc3)c(=O)[nH]c2=O)c1C
→ 3, 0.9, 0, 3, -6, -1, -1, 0.7, -3, -7
[23] O=C(O)CSc1nnc(CNc2ccc(Cl)cc2)n1Cc1ccccc1
→ 12, -2.6, 0, 3, -3, -3, 5, -0.1, 3, -9
[24] CC(C)c1ccc(NC(=O)C2Cc3c(-c4ccccc4Oc4ccccc4)ccnc3O2)cc1 (stereo not drawn)
→ 5, -7.9, -12, 6, -2, -9, -9, 0.9, -4, 11

Compound activity (PubChem BioAssay)
